SNCA viab count = GF-AFC viability counterscreen for inhibitors of alpha-synuclein gene (SNCA) expression; HEK-293-SNCA-luc viability, GF-AFC fluorescence, 24 h; Potency, µM (top dose mostly 57.1 µM), inactives show top-dose activity change, negative = cytotoxicity, actives largely listed as cytotoxic; AID 1671193, 2021; 150,000 tested, 0.12% active;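 further: potency means the concentration at half of the fitted maximal effect; 0% = DMSO-treated cells and -100% = medium-only wells without cells; nearly all actives have a fitted effect of over 30% in size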
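HEK-293-SNCA-luc cells (1500/well) plated 24 h, then exposed 24 h to a dilution series; GF-AFC added 30 min at 37C, fluorescence 405/540 nm; normalised to medium-only and DMSO wells, Hill fit.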
GPT2 inhibitor = Primary qHTS assay for inhibitors of Glutamate pyruvate transaminase 2 (GPT2); Alanine aminotransferase 2 (Homo sapiens), Q8TD30; Recombinant GPT2, coupled pyruvate oxidase/HRP Amplex Red fluorescence; Potency, µM (series often up to 57.7 µM), for the others: at the highest dose activity change, negative = inhibition, actives largely listed as inhibitors; 100,000 tested, 0.25% active; further: potency means the concentration at half of the fitted maximal effect; nearly all actives have a fitted effect of over 60% in size; many of its hits are not listed in these tables
Target sequence (Q8TD30 whole entry, looked up): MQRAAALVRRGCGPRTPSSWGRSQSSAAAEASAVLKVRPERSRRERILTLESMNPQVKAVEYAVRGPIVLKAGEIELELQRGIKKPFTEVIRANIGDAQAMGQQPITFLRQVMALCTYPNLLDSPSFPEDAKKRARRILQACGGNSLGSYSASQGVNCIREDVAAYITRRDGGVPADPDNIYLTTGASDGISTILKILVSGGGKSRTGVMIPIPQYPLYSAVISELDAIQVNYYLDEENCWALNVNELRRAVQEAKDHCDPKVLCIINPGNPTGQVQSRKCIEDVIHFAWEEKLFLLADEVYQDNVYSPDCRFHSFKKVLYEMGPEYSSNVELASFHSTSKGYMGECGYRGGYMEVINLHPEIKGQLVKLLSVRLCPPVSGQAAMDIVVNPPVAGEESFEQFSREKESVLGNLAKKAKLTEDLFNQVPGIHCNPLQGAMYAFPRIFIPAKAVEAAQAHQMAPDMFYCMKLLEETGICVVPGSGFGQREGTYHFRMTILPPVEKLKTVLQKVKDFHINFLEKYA
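Recombinant GPT2 (10ng/uL) with 250uM a-KG and 2mM L-alanine, 30 min at room temperature, in HEPES pH 7.5 buffer. Pyruvate detected by pyruvate oxidase/HRP/Amplex Red fluorescence after 30 min in the dark; AOA (50uM) as positive control.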
IP6K1 inhibitor = Primary qHTS assay for small molecule inhibitors of Inositol hexaphosphate kinase 1 (IP6K1); IP6K1 kinase, ADP-Glo luminescence, 2 h; active compounds read low; 140,000 tested, 0.81% active; activity change, % (series mostly up to about 58 µM); Inositol hexakisphosphate kinase 1 (Homo sapiens), Q92551; AID 1645851, 2021; in the data active means activity change below about -25%
Target sequence (Q92551 whole entry, looked up): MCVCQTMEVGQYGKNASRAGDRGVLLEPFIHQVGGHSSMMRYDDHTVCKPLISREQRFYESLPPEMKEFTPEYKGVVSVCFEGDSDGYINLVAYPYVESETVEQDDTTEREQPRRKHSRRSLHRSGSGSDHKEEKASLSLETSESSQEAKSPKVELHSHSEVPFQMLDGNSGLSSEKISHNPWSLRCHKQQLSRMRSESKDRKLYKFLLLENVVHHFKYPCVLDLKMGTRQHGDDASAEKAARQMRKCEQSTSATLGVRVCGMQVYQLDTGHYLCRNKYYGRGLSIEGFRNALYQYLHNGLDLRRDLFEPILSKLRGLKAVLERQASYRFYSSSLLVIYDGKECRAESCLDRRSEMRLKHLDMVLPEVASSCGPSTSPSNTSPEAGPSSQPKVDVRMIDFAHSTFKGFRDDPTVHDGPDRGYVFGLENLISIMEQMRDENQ
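ADP-Glo luminescence measures ADP made by human IP6K1 during a 2 h RT reaction with ATP/IP6 (mix at 1.3 mM/130 uM); top library doses 57.5 and 19.1 uM final.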
Luciferase inh = Firefly luciferase inhibition profiling of diverse chemical library using quantitative high-throughput screening. purified P. pyralis luciferase, luminescence, biochemical. 76,000 tested, 2.5% active. Luciferin 4-monooxygenase (Photinus pyralis), P08659. Potency, µM (series often up to 115 µM), for the others: at the highest dose activity change, negative = inhibition, actives largely listed as inhibitors; further: potency means the concentration at half of the fitted maximal effect; nearly all actives have a fitted effect of over 65% in size
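Cell-free enzyme assay, 10nM P. pyralis luciferase, luciferin and ATP each at 10uM. Inhibition profiled over a 6-point titration, read as luminescence.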
HEK293 tox = Cytotoxic Profiling in HEK 293 Cell Line of Diverse Libraries Using Quantitative High-Throughput Screening | HEK 293 viability, ATP luminescence (CellTiter-Glo), 48-72 h | Potency, µM (highest dose often 115 µM), without a hit: at the top dose activity change, negative = cytotoxicity, most hits filed as inhibitors | 94,000 tested, 6.6% active | AID 1345083, 2018; further: potency means the concentration at half of the fitted maximal effect; nearly all actives have a fitted effect of over 60% in size
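250 HEK 293 cells/well; compound by pintool; incubated 48 or 72 hr at 37 degree Celsius; CellTiter-Glo added, 10 min RT, luminescence imaged.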
SNCA expr inh = Primary qHTS assay for inhibitors of alpha-synuclein gene (SNCA) expression; HEK-293 SNCA-luciferase knock-in, luminescence, 24 h; Potency, µM (series often up to 57.2 µM), for the others: at the top dose activity change, negative = inhibition, most hits filed as inhibitors; 140,000 tested, 0.17% active; AID 1671194, 2021;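 further: potency means the concentration at half of the fitted maximal effect; plate controls were DMSO cells for no effect and cell-free wells for full effect; nearly all actives have a fitted effect of over 45% in size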
3T3 cytotox = Cytotoxic Profiling in NIH 3T3 Cell Line of Diverse Libraries Using Quantitative High-Throughput Screening; NIH 3T3 viability, CellTiter-Glo ATP luminescence, 48-72 h; Potency, µM (series often up to 96.7 µM), for the others: at the top dose activity change, negative = cytotoxicity, most hits filed as inhibitors; 94,000 tested, 4.3% active; AID 1345082, 2018; further: potency means the concentration at half of the fitted maximal effect; nearly all actives have a fitted effect of over 55% in size
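Cells were seeded at 400 per well, treated with pin-transferred compound, and kept 48 or 72 hr at 37 °C before CellTiter-Glo addition and luminescence imaging of cellular ATP.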
* = called active by the depositor; i = inactive; ? = inconclusive; nt = not tested or not shown; & = joins results of further samples; [ ] = another dose, or the depositor's remark. Unless noted, the call rests on the fitted dose curve; in most records, active means well fitted curve in the direction sought with a large enough effect; inconclusive means small, poorly fitted or top-dose-only effect, or another doubt; inactive means no such curve, though single readings can be large; an effect the other way counts as inactive or inconclusive. Unless noted, on the % scale 0 is the no-effect control and ±100 the full control effect.

| SMILES | SNCA viab count | GPT2 inhibitor | IP6K1 inhibitor | Luciferase inh | HEK293 tox | SNCA expr inh | 3T3 cytotox |
| --- | --- | --- | --- | --- | --- | --- | --- |
| CC#CCn1cc2c3c(cccc31)[C@H](CC(C)C)N[C@H](C(=O)N1CCOCC1)C2 | -19%[87.6 µM] | -12%[88.5 µM] | -8 | 5%[172 µM] | ? | -28%[87.6 µM] | ? |
| COc1ccc(N2CCN(C(=O)CSc3nc4ccccc4nc3Cc3ccc(Cl)cc3)CC2)cc1 | -18% | nt | -18 | nt | nt | -14% | nt |
| CCOc1ccccc1C(=O)N1CCN(c2cc(-c3ccc(F)cc3)[nH]n2)CC1 | -9% | i | -4 | 8% | ? | 1% | ? |
| Cc1ccc(Cn2c(C3CCN(C(=O)c4cccc(F)c4)CC3)n[nH]c2=O)cc1 | 3% | -2% | -10 | 16% | 1% | 17% | -14% |
| CCN1CCN(CCCNC(=O)c2ccc3nc(Cc4ccccc4)oc3c2)CC1 | 0% | nt | 5 | nt | nt | -1% | nt |
| Cc1cc(C)cc(N2CC(c3nc(-c4ccccc4C)no3)CC2=O)c1 (centres undefined) | -1% | nt | -20 | nt | nt | 0% | nt |
| O=C(CCCn1c(=O)c2sccc2n(Cc2c(F)cccc2Cl)c1=O)NCc1ccccc1 | -3% | nt | 42 | nt | nt | -10% | nt |
| C[C@H]1CC(=O)Nc2cccc(-c3cnn(C(C)(C)C)c3)c2N1 | -8% | i | 13 | nt | nt | nt | nt |
| COc1cccc(C2Cn3nnc(-c4nc(-c5ccc(C)cc5)no4)c3CO2)c1 (centres undefined) | 7% | i | 12 | ? | -1% | 20% | -3% |
| COCC1CN(C(C)=O)CC12CCN(Cc1ccc(F)cc1)CC2 (centres undefined) | 5% | i | -6 | 7% | i | 15% | i |
| Cc1cccc(N2CCN(S(=O)(=O)c3c(C(=O)N4CCC(C)CC4)c(C)n(C)c3C)CC2)c1C | ? | nt | 6 | nt | nt | -12% | nt |
| CN(C1CCCCC1)S(=O)(=O)c1ccc2c(c1)c(=O)c(C(=O)N1CCN(c3ccccc3F)CC1)cn2C | 3% | nt | 16 | nt | nt | 24% | nt |
| C#CCNC(=O)C[C@@H]1C[C@@H](C(C)C)[C@H](CNS(=O)(=O)c2cccc(C#N)c2)C=C1C | -18%[87.6 µM] | i | -5 | -13%[172 µM] | ? | -15%[87.6 µM] | ? |
| O=C(Nc1nc2n(n1)C(c1ccccc1)C=C(c1ccccc1)N2)c1ccc(Cl)c([N+](=O)[O-])c1 (centres undefined) | 4% | nt | -6 | nt | nt | -16% | nt |
| CC(C)C(=O)N1CC(Oc2ccccc2-c2nc(C3CC3)no2)C1 | -7% | i | -3 | 7% | -2% | 1% | -12% |
| COC(=O)c1nnn(-c2ccc(Br)cc2)c1C(=O)OC | 0% | nt | -6 | nt | nt | -9% | nt |
| COc1ccc2ccc(OCc3nc(C(=O)N4CCCC(C(N)=O)C4)co3)cc2c1 (centres undefined) | -12% | -6% | 1 | -18% | ? | ? | ? |
| Cc1ccc(C)c(CN2CCCN(Cc3cc(C)ccc3C)S2(=O)=O)c1 | -5% | nt | 18 | nt | nt | -1% | nt |
| CN(Cc1ccccc1)Cc1c(O)ccc2c(=O)c(-c3ccccc3)c(C(F)(F)F)oc12 | -8% | nt | 1 | nt | nt | -8% | nt |
| C=CCNC(=O)[C@@H]1Cc2cn(CC#CC)c3cccc(c23)[C@H](CC(C)C)N1 | 1%[87.6 µM] | -9%[88.5 µM] | -12 | -2%[172 µM] | ? | -17%[87.6 µM] | ? |
| O=C1NCCCCCCN(C(=O)c2ccsc2)[C@H]2CCC[C@@H]12 | -1% | -6% | 7 | -3% | i | -6% | i |
| CCCS(=O)(=O)N1CC(=O)N(c2ccc(C)cc2C)C(C)(C(=O)NC2CCCCCC2)C1 (centres undefined) | 0% | nt | 0 | nt | nt | -8% | nt |
| Cc1c(OCc2cccc(-c3ccc(C(=O)O)cc3)c2)cc2c(c1C)C(=O)C(C1CCCC1)C2 (centres undefined) | ? | i | 7 | nt | nt | nt | nt |
| CCc1ccc(C2=NN(CCC(=O)NCCc3ccccc3)C(=O)CC2)cc1 | -1% | nt | -5 | nt | nt | -4% | nt |
| Cn1cccc(C(=O)N2C[C@@H](CN3CCOCC3)C[C@H](CO)C2)c1=O | -29% | -3% | -3 | 7% | i | -20% | 3% |
| Cc1cccc2c1nc1n2[C@@H](CNS(=O)(=O)Cc2ccccc2)COC1 | ? | -3%[88.5 µM] | 0 | -3%[172 µM] | ? | -20%[87.6 µM] | ? |
| CC(C)CNC(=O)N1CC(c2noc(C3CCCN3CC3CC3)n2)C1 (centres undefined) | 0%[12.5 µM] | i | -1 | 1% | -15% | -2% | -11% |
| O=C(NCCc1ccccc1)N1CCC(OC2CCN(Cc3ccccc3)CC2)CC1 | -13% | -19% | 2 | -2% | -14% | 56%[activator] | -22% |
| COc1ccc(C(=O)Nc2cc(-c3cccc(C)c3)nn2-c2ccccc2)cc1 | ? | nt | 0 | nt | nt | 73%[activator] | nt |
| COc1ccc(CNc2ncnc3c2nnn3C)cc1 | -2% | nt | -7 | nt | nt | -18% | nt |
| O=C(c1ccccc1F)N1CCn2c(nn(-c3ccc(F)cc3)c2=O)C1 | ? | i | -6 | -15% | ? | 13% | -31% |
| Cc1ccc(C(=O)N[C@@H]2CN(C)C[C@H]2CN(C)C)c(C)c1 | 10% | -12% | -7 | -13% | 1% | 8% | -6% |
| O=C1c2cccn2CC(CNS(=O)(=O)Cc2ccccc2)N1Cc1ccccc1 (centres undefined) | -2% | i | 15 | 3% | -11% | -26% | -17% |
| Cc1ccc(N2CC(NC(=O)c3cccs3)CC2=O)cc1C (centres undefined) | -5% | nt | -9 | nt | nt | -3% | nt |
| COc1cc2c(cc1OC)n(Cc1cccc(C(F)(F)F)c1)c(=O)n1nc(-c3ccccc3)nc21 | 0% | nt | -11 | nt | nt | 11% | nt |
| Cc1ccc(-n2nc(CO)c(C(=O)NCCc3ccccc3)n2)cc1C | 6% | nt | 19 | nt | nt | 33%[activator] | nt |
| COC(=O)c1ccccc1NC(=O)CCCn1c(=O)c2cccn2c2cccnc21 | 5% | nt | -10 | nt | nt | -23% | nt |
| CNCCCC12CCC(c3ccccc31)c1ccccc12 | -12% | -6% | -10&3 | nt | nt | -5% | nt |
| FC(F)(F)c1ccc(N2C3CCC2CN(Cc2ccc(-c4cncnc4)cc2)C3)cc1 | 3% | i | -7 | nt | -22% | 17% | -12% |
| COc1cccc(NC(=O)c2cnn(-c3ccccc3)c2-n2cccc2)c1 | 17% | nt | -14 | nt | nt | 25% | nt |
| C[S+](=O)([O-])NC1CCN(c2ccc3nnc(-c4ccccc4)n3n2)CC1 | nt | nt | -4 | nt | -5% | nt | -7% |
| O=C(Nc1cnc(-c2cccnc2)nc1)C1CCCC1 | -8% | i | 4 | 32µM* | 4% | 35%[activator] | -6% |
| CC(C)c1ccc(NC(=O)C2CCN(S(=O)(=O)c3cccc4nonc34)CC2)cc1 | 15% | nt | -7 | nt | nt | 32%[activator] | nt |
| COc1ccccc1Cn1ccn2nc3c(c2c1=O)CCCC3 | -9% | i | -5 | -21% | 45µM* | 32%[activator] | ? |
| COC(=O)NC1CCN(c2ccc3nnc(-c4ccccc4)n3n2)CC1 | nt | nt | -11 | nt | ? | nt | ? |
| COc1ccccc1NC(=O)N1CCCC1c1nncn1-c1ccccc1 (centres undefined) | 0% | i | 3 | -2% | 0% | -20% | i |
| Cc1ccccc1Cn1c(SCc2ccc(C(=O)NCc3cccs3)cc2)nc2ccncc21 | -5% | nt | 2 | nt | nt | 28% | nt |
| Cc1ccc(CN2CC(N(C3CCOCC3)S(C)(=O)=O)C2)cc1 | 16% | i | -9 | nt | -1% | 1% | -5% |
| COc1ccc(-c2cc(N3CCCN(C(=O)c4cccc(Br)c4)CC3)n[nH]2)cc1 | -21% | 0% | 2 | 0% | ? | 13% | ? |
| N#Cc1cccc(-c2cn3cc(C(=O)NC4CCCCC4)nc3s2)c1 | 5% | i | 13 | nt | ? | 54%[activator] | ? |
| O=C(Cc1ccc(F)cc1)NC1CCCN(c2ccc3nnc(C4CC4)n3n2)C1 (centres undefined) | nt | nt | 7 | nt | -3% | nt | -29% |
| CN1[C@@H](CCC(=O)N2CCN(c3ccccn3)CC2)CNC(=O)[C@@H]2[C@H]1CCN2Cc1ccc(O)cc1 | 5% | -3% | 2 | -4% | i | 9% | i |
| CN1CCC(O)(C(=O)N2C[C@@H](C(=O)O)[C@H](c3ccc4c(c3)OCO4)C2)CC1 | 7% | -1% | 6 | 0% | -28% | -3% | -5% |
| Cc1ccc(Cl)cc1NS(=O)(=O)c1ccc(N2CCCCS2(=O)=O)cc1 | 5% | nt | -12 | nt | nt | 18% | nt |
| COc1cccc(-c2ccc(C(=O)NCCNC(=O)C(C)(C)C)cc2)c1 | nt | nt | 1 | nt | ? | nt | ? |
| CCc1noc(-c2cn(C3CCN(C(=O)c4cccc(F)c4)C3)nn2)n1 (centres undefined) | -3% | i | -7 | -3% | ? | -17% | ? |
| CCCn1c(=O)c2sccc2n2c(CCCC(=O)NCCc3ccc(Cl)cc3)nnc12 | -11% | nt | 16 | nt | nt | 49%[activator] | nt |
| Cc1ccc(C(=O)N2CCN(Cc3ccc(=O)n(C)c3)CC2)cc1F | -10% | i | 5 | -7% | -5% | -21% | -21% |
| CN(C)c1ccc(-c2nnc([C@H]3CCN(C(=O)CCC(=O)O)C3)o2)cc1 | 6%[87.6 µM] | -4%[88.5 µM] | 7 | ? | i | 21%[87.6 µM] | i |
| COc1cccc(C(=O)Nc2ccc(-n3nncc3-c3ccc(Br)cc3)cc2)c1OC | -10% | nt | -10 | nt | nt | -25% | nt |

(further entries)
| SMILES | SNCA viab count | GPT2 inhibitor | IP6K1 inhibitor | Luciferase inh | HEK293 tox | SNCA expr inh | 3T3 cytotox |
| --- | --- | --- | --- | --- | --- | --- | --- |
| COc1ccc(N2CC(C(=O)NCCOc3ccccc3)NC2=O)cc1 (centres undefined) | -11% | i | 24 | 0% | -2% | 9% | -13% |
| CCOc1ccc(NC(=O)c2cnc(Nc3ccccc3OC)c3ccccc23)cc1 | 4% | nt | -12 | nt | nt | 146%[activator] | nt |
| CCOc1ccc(CNS(=O)(=O)c2ccc3[nH]c4c(c3c2)CCCC4)cc1OC | -5% | nt | 9 | nt | nt | 34%[activator] | nt |
| C/C(=C/CO)CC[C@@H]1[C@@](C)(O)CCC2C(C)(C)CCC[C@]21C (some centres undefined) | -14% | -3%[27.3 µM] | 2 | nt | nt | nt | nt |
| Cc1ccc(F)c(OCC(=O)c2ccc3c(c2)N(CCCC(=O)N2CCOCC2)C(=O)CO3)c1 | -6% | i | 23 | -9% | ? | -12% | -19% |
